p-CIP stab down = lowers stability of the mouse p/CIP coactivator protein; AID 1984; decrease of EGFP signal, % at 10 µM; F442A p/CIP-EGFP cells, EGFP fluorescence, 16 h; 290,000 tested, 0.01% active; Q05BA5;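 active means EGFP signal decrease of at least 30% at 10 µM or well 3 SD below plate mean, unless failing retest; inactive means the rest, including hits failing retest or dose response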; further: some compounds called inactive have numbers as strong as hits; many of its hits are not listed in these tables
UBC9 SUMO inh = SUMOylation inhibition | inhibition, % at 35 µM | P63279 | 290,000 tested, 0.36% active | HTRF SUMOylation assay, SAE1/SAE2 + UBC9, in vitro; in the data active means inhibition above about 50%, passing the limit was not always enough; further: strong numbers were not always called active
Target sequence (P63279 whole entry, looked up): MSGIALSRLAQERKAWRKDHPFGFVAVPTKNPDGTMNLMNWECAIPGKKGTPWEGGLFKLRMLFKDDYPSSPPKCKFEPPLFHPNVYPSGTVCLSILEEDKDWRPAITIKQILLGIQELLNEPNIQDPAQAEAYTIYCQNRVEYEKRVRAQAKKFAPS
IDE cell activ = activators of human insulin-degrading enzyme in cells; activation, % at 5.96 µM; HEK cells, FAbeta-B cleavage, fluorescence polarization; 0% vehicle, 100% cell-free pure enzyme wells; P14735; AID 493087; 340,000 tested, 0.073% active;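 active means activation above the mean of all tested compounds plus 3 SD, set per screening campaign, cut at about 17% in these data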
PfM18AAP inh = PfM18AAP enzyme inhibition; inhibition, % at 7.35 µM; 290,000 tested, 1.2% active; recombinant PfM18AAP, H-Glu-NHMec fluorogenic cleavage;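 active means inhibition above the campaign mean inhibition over all tested compounds plus 3 SD, cut at about 28% in these data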;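 further: 0% = plate median of test compound wells and 100% = 2 mM ZnCl2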
VIM-2 inhibitor = inhibitors of Pseudomonas aeruginosa VIM-2 metallo-beta-lactamase; purified VIM-2, nitrocefin hydrolysis, epi-absorbance fluorescence; inhibition, % at 5.6 µM; 290,000 tested, 0.89% active; AID 1527;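 active means inhibition above the mean of all tested compounds plus 3 SD, cutoff set per screening run, cut at about 7.5% in these data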;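 further: red hydrolysis product quenches plate fluorescence so inhibitors raise well fluorescence; 0% = enzyme with DMSO and 100% = DMSO without enzyme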
NS3 helicase inh = blocks Hepatitis C virus NS3 helicase unwinding; NS3 helicase DNA unwinding, Cy5 molecular beacon fluorescence; inhibition, % at 10.9 µM; 290,000 tested, 0.56% active;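 active means inhibition above the mean of all tested compounds plus 3 SD, set per campaign, cut at about 35% in these data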;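 further: 0% = DMSO wells and 100% = thioflavine S control wells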
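System: HCV NS3 helicase fragment; control set: DMSO and thioflavine S; technique: Cy5 fluorescence at 0 and 60 min, beacon hairpin quenching; reagent: beacon DNA duplex substrate plus ATP; replicates: singlicate; schedule: 1 h reaction at 25 °C, ATP-initiated; medium: MOPS buffer pH 6.5 with MgCl2, DTT, Tween20, BSA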
IDE inh = inhibits human insulin-degrading enzyme in HEK cells | inhibition, % at 5.59 µM | P14735 | FAbetaB cleavage, fluorescence polarization | 320,000 tested, 0.41% active;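 active means percent inhibition above the average of all tested compounds plus 3 SD, set per screening campaign, cut at about 16% in these data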;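 further: IDE supplied by intact live HEK cells; FP after avidin binding of uncleaved biotin substrate so inhibition keeps polarization high; 0% = DMSO wells and 100% = 60 µM reference IDE inhibitor Ii1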
IMP-1 inh = blocks Pseudomonas aeruginosa IMP-1 metallo-beta-lactamase; AID 1556; purified IMP-1, nitrocefin hydrolysis, epi-absorbance fluorescence; inhibition, % at 5.6 µM; 290,000 tested, 0.45% active;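 active means inhibition above the mean plus 3 SD of all compounds in the same screening run, cut at about 4.5% in these data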;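 further: 0% = IMP-1 with DMSO and 100% = DMSO wells lacking enzyme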
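System: Purified IMP-1 | Read-out basis: Percent enzyme inhibition | Controls: IMP-1 with DMSO as 0%, enzyme-free DMSO as 100% | Replicates: One well per compound | Doses: 5.6 µM nominal single concentration | Detection: Epi-absorbance fluorescence, 480 nm excitation, 530 nm emission | Incubation: 25 °C, 15 min preincubation, 25 min reaction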
DNA FID counter = counter-screen for HCV NS3 helicase inhibitors: DNA intercalator displacement. inhibition, % at 7.9 µM. DNA fluorescent intercalator displacement, fluorescence. 290,000 tested, 0.17% active; in the data active means inhibition above about 37%;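 further: 0% = vehicle and 100% = reference compound; higher means more ethidium bromide displaced from hairpin DNA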
* hit, by the source's call; / = not tested or not shown.

SMILES	p-CIP stab down	UBC9 SUMO inh	IDE cell activ	PfM18AAP inh	VIM-2 inhibitor	NS3 helicase inh	IDE inh	IMP-1 inh	DNA FID counter
S=C(Nc1ccc(Cl)cc1)N(CCCN1CCOCC1)Cc1cccs1	-4.4	1.4	2.7	-1.1	-1.2	-5.9	2.7	-3.0	-0.5
Cc1cccc2sc(N(CCN(C)C)C(=O)c3ccc4ccccc4c3)nc12	-2.6	-1.8	5.5	8.0	-2.2	-73.8	1.5	0.4	5.1
COC(=O)c1cc(Cl)c(N)cc1OC	-11.0	14.5	-2.7	3.3	1.8	-1.3	7.6	-0.8	2.3
NC(=O)CC[C@@H]1NC(=O)[C@H](Cc2ccccc2)NC(=O)[C@H](Cc2ccc(O)cc2)NC(=O)[C@@H](N)CSSC[C@@H](C(=O)N2CCC[C@H]2C(=O)N[C@@H](CCCN=C(N)N)C(=O)NCC(N)=O)NC(=O)[C@H](CC(N)=O)NC1=O	7.7	-21.1	/	-1.1	-0.6	-5.1	/	-1.3	-1.5
CNC(=S)N(Cc1cc2cc(C)cc(C)c2[nH]c1=O)C1CCCC1	-8.7	-3.0	4.8	12.9	-4.5	5.1	5.1	-4.1	-4.3
Cc1oc2c(cc(NS(=O)(=O)c3ccc(F)cc3)c3ccccc32)c1C(=O)O	16.2	-3.7	2.1	14.7	-3.3	5.0	-10.9	5.8*	-19.4
COc1ccc2[nH]c(=O)c(CN(CCO)S(=O)(=O)c3ccc(C)cc3)cc2c1	1.2	-2.4	1.3	-1.3	-1.8	6.4	0.0	-1.2	-9.3
O=C(Oc1c(-c2ccccc2)oc2ccccc2c1=O)c1ccccc1	-7.3	3.9	3.3	0.1	-1.8	-8.2	0.4	-2.0	-8.3
COc1cccc(-n2c(SCC(=O)NCC3CCCO3)nc3c([nH]c4ccccc43)c2=O)c1 (stereo not given)	-4.6	26.5	-1.9	-3.0	0.1	-7.4	-3.0	-2.1	-32.6
COc1ccc2[nH]c3c(=O)n(Cc4ccc(C(=O)N5CCC(C(N)=O)CC5)cc4)c(=S)[nH]c3c2c1	12.7	-10.3	-1.6	6.4	-3.4	-4.3	5.6	-3.8	-9.3
Cc1ccc2c(c1)c(=O)c(Br)c(C)n2Cc1ccccc1	-6.9	-18.8	0.8	3.0	-1.9	-1.2	6.8	0.4	-3.7
O=C(Nc1ccccc1Cl)c1ccccc1Cl	-12.5	9.4	2.9	-5.8	-2.2	0.5	-0.1	-2.0	-3.8
O=S1(=O)CCN2C(c3ccc4c(c3)CCCC4)=CSC2=N1	8.9	-8.7	-2.8	-3.4	-1.0	-6.6	1.0	0.6	-6.4
Cc1cc(=S)c2cccc(C)c2[nH]1	-4.3	10.0	/	3.6	-1.7	-0.5	6.0	-3.2	-3.6
Cc1[nH]nc2c1C(c1ccc(Cl)cc1)C(C#N)=C(N)O2 (stereo not given)	-2.1	5.8	0.1	3.3	-1.6	0.9	2.4	-4.1	-2.1
COCCNS(=O)(=O)c1ccc(-c2ccc(S(=O)(=O)NCCOC)cc2)cc1	-10.6	1.7	4.3	3.4	-2.3	-6.1	-1.4	3.3	-8.1
CCOC(=O)c1ccc2c(c1)N(CC(=O)N1CCCC1)C(=O)C(C)(C)O2	-10.1	13.5	-2.9	3.1	-1.8	-0.5	4.5	-4.0	-16.3
Cc1ccc(/C(N)=N/OC(=O)c2cc(-c3ccccc3)nc3ccccc23)cc1	1.8	-6.5	-3.4	-7.4	-2.7	2.6	-0.1	-7.4	-0.4
CCOC(=O)NC(CC(=O)O)c1ccc(OC)cc1 (stereo not given)	-1.4	6.6	6.0	0.7	0.9	10.2	4.5	-0.5	-0.7
CCCc1cnc(N2CCN(C(=O)c3ccccc3)CC2)nc1	3.4	14.6	-0.7	-6.5	0.2	1.6	-0.1	-0.1	-27.1
CCC1CCC(c2nnc(-c3ccc(Br)cc3)o2)CC1 (stereo not given)	-0.6	-13.8	4.9	-11.1	-2.2	-7.1	-4.4	-0.9	-1.2
COc1cccc(CN(C)C(=O)CSc2nc3ccccc3[nH]2)c1OC	-9.8	17.2	7.1	1.5	-2.6	0.1	6.6	-2.6	-22.8
COc1c(Cl)cc(Cl)cc1CNCc1ccccc1	18.1	-13.1	5.5	2.5	-2.1	-4.7	-4.6	-3.2	7.0
Cc1ccccc1COC(=O)CCCC1=NS(=O)(=O)c2ccccc2N1	-13.2	/	1.4	-0.4	-1.8	3.8	3.4	-0.1	-23.2
COc1cccc(CN2CCNC(=O)C2CC(=O)NCC(C)(C)N2CCOCC2)c1OC (stereo not given)	-9.2	0.0	7.1	-1.7	-0.4	-14.7	-0.8	-0.5	-5.4

Overlap with the part before: 2 entries, followed by the next part.
SMILES	p-CIP stab down	UBC9 SUMO inh	IDE cell activ	PfM18AAP inh	VIM-2 inhibitor	NS3 helicase inh	IDE inh	IMP-1 inh	DNA FID counter
Cc1ccccc1COC(=O)CCCC1=NS(=O)(=O)c2ccccc2N1	-13.2	/	1.4	-0.4	-1.8	3.8	3.4	-0.1	-23.2
COc1cccc(CN2CCNC(=O)C2CC(=O)NCC(C)(C)N2CCOCC2)c1OC (stereo not given)	-9.2	0.0	7.1	-1.7	-0.4	-14.7	-0.8	-0.5	-5.4
O=C(CN1C(=O)CC(c2ccco2)Sc2ccccc21)NCC1CCCO1 (stereo not given)	-9.0	9.6	2.1	-5.2	-1.0	4.3	0.4	-4.0	-17.1
Cc1ccccc1N1C(=O)C(Cl)=C(N2CCCCCC2)C1=O	0.4	13.0	-2.3	-0.6	-3.2	0.0	-5.6	-0.6	-14.2
Cc1ccc(C(=O)C[n+]2ccc(Cc3ccccc3)cc2)cc1	-6.0	5.7	-4.1	-4.9	-2.9	-30.0	8.5	-1.8	16.4
Cc1ccc(C(=O)C2Oc3ccccc3C3CC(c4ccc(C)cc4)=NN23)cc1 (stereo not given)	1.6	1.2	6.6	-3.9	-4.5	-12.1	3.8	-1.8	-4.8
CCOC(=O)c1sc(-c2ccc(F)cc2)cc1NC(=O)Nc1ccccc1OC	6.9	-11.9	-5.2	-1.1	-0.8	-5.3	1.4	-1.4	2.4
COCCn1cnnc1SCC(=O)Nc1cccc(S(=O)(=O)N2CCCCCC2)c1	-16.8	12.1	-7.4	-9.4	-1.0	1.7	8.6	0.3	-22.6
CCOC(=O)C(C)n1ncn2cccc2c1=O (stereo not given)	-1.5	5.6	8.2	-7.7	-4.2	7.3	6.1	-3.9	-0.4
C=CCn1c(SCC(=O)Nc2ccc3c(c2)OCO3)nnc1-c1ccccc1OC	-7.2	-5.0	5.1	6.1	-3.3	-3.9	-2.6	-1.8	-25.8
CCCc1nnc(SCC(=O)N2CCOCC2)n1Cc1ccco1	-8.2	15.5	0.5	-2.0	-2.0	12.5	2.0	-3.4	-17.9
CC1CCN(C(=O)C2CCN(S(=O)(=O)c3ccc4c(c3)CC(C)N4C(=O)C3CC3)CC2)CC1 (stereo not given)	7.1	0.1	3.5	-2.5	-2.4	-4.4	1.8	-0.8	-61.9
CCN1CCN(C(=O)C(=O)c2cn(CC(=O)N(CC)CC)c3ccccc23)CC1	8.2	-1.0	2.9	-0.1	2.1	-1.4	4.8	-0.6	0.2
COc1ccc(CCc2nnc(CCC(=O)NCc3cnn(-c4ccccc4C)c3)o2)cc1	-2.3	16.7	-0.7	1.3	-0.5	-1.8	5.1	0.2	-34.1
Cc1ccccc1-c1nc2ccccc2c(=O)n1/N=C/c1ccccc1[N+](=O)[O-]	-5.8	-0.1	-0.8	-13.8	-1.9	9.4	2.5	-3.0	-6.4
CCN(C(=O)CCc1ccccc1)C1CCCCC1	-1.1	-11.0	0.8	0.9	-1.6	-2.8	-0.5	-0.6	-24.5
COCCN1C=C2C(=O)C(C)(OC(=O)CCC(=O)OC)C(=O)C=C2C=C1C1CC1 (stereo not given)	-12.9	21.9	3.8	/	/	/	-4.3	/	/
COC(=O)c1ccc(CNC(=O)C(NC(=O)c2ccco2)C(C)C)cc1 (stereo not given)	-5.8	4.3	-1.1	0.2	-3.1	2.9	0.1	-2.2	-5.8
COC(=O)c1c(C)[nH]c(O)c1C=Nc1ccc(C#N)cc1	-0.3	26.3	-2.1	8.1	-1.2	4.0	8.4	-2.8	-0.6
CSc1ccc(/C=C(\NC(=O)c2ccccc2)C(=O)NCCN2CCOCC2)cc1	-14.4	0.1	0.4	-8.6	-2.1	-7.2	-0.8	-2.1	-0.7
COc1cc(C2=NOC(C(=O)NCc3ccccn3)C2)cc(OC)c1OC (stereo not given)	-11.3	22.2	1.5	2.4	-4.4	-1.9	6.1	-3.4	-4.9
CCOc1cc(N2CCOCC2)c(OCC)cc1NC(=O)COC(=O)c1cc2ccccc2cc1O	-6.5	2.4	-1.0	-2.3	-0.7	3.6	0.6	-1.9	-2.6
NC(=O)c1ccc(NC(=O)Cc2csc(-c3ccccc3)n2)cc1	14.4	-2.4	-4.5	2.5	-0.1	-1.7	9.9	-2.8	-9.3
COc1ccccc1N1C(=O)C2C(C(=O)c3ccccc3)=NN(c3ccc(C)cc3)C2C1=O (stereo not given)	-14.8	30.4	/	-19.5	-1.2	2.7	9.0	-3.9	-4.3
COc1ccc(CCCC(=O)NCc2ccccc2)cc1C	-5.1	5.3	2.4	1.9	-2.1	-2.7	1.8	-3.8	-14.8
Cc1nn(-c2ccccc2)c(N2CCCC2)c1/C=N/NC(=O)c1cc(-c2cccnc2)nc2ccccc12	-0.6	-17.4	4.0	-1.0	-3.3	1.3	-0.4	-3.8	-22.9
COC(=O)c1ccc(C(NC(=O)OCc2ccccc2)/C(C)=C/[C@@H](C)C(=O)NCc2ccc(OC)c(OC)c2)cc1 (stereo not given in full)	-8.0	-7.0	3.9	0.4	-3.3	-16.4	8.4	-3.4	-40.1

Next part.
SMILES	p-CIP stab down	UBC9 SUMO inh	IDE cell activ	PfM18AAP inh	VIM-2 inhibitor	NS3 helicase inh	IDE inh	IMP-1 inh	DNA FID counter
COc1ccc(NC(=O)N2CCCC2C(=O)NC2CCCC2)cc1 (stereo not given)	-24.6	12.9	1.0	2.0	-1.3	-4.6	7.1	-1.1	-8.3
O=C(Cn1nc2n(c1=O)-c1ccccc1SC2)N/N=C/c1cccnc1	-3.5	11.9	8.4	-7.5	-3.2	-6.4	1.7	-2.4	-13.5
C1CSC2(N1)C1CC3CC2CC(C1)C31NCCS1 (stereo not given)	-7.9	4.8	2.4	7.1	-2.6	-14.9	8.9	-3.0	5.5
Cc1cccc(N(C)C(=O)CCS(=O)(=O)c2cccc3nonc23)c1	6.9	6.1	-2.9	0.1	-1.3	-2.6	4.7	-1.6	-1.5
COc1ccc(CNC(=O)C(=O)NCC2OCCN2S(=O)(=O)c2ccc(OC)c(OC)c2)cc1 (stereo not given)	6.6	4.4	4.2	-5.4	2.1	-6.0	-2.3	0.0	-37.1
COc1cc(C(=O)N/N=C/c2cc([N+](=O)[O-])cs2)cc(OC)c1OC	-7.0	68.1*	0.7	3.9	-2.8	2.1	-7.4	-3.5	-13.5

Screening data from PubChem BioAssay.
